Screening results: PubChem BioAssay, National Center for Advancing Translational Sciences (NCATS)
IL1B secr inh = blocks inflammasome-driven IL-1 beta release. THP-1 LPS/ATP IL-1B secretion, AlphaLISA, 16 h; hits give low values. 360,000 compounds, 4.7% hits. AID 743279. activity change, % at 57.5 µM; in the data active = activity change below about -50%; inconclusive = mostly about -30% to -49%; also: % is scaled to controls: 0 for no effect and ±100 for the full control effect
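THP-1 cells pretreated 1 hr with compounds (up to 57.5 uM final), then stimulated with LPS (250 ng/mL final) plus ATP (1.25 mM final); secreted IL-1B measured by AlphaLISA after 16 hr, decreased signal indicating inhibition.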
MCF10A rereplic = inducers of DNA re-replication in MCF 10A breast cells. AID 624296. MCF 10A DNA re-replication, Hoechst nuclear intensity, 48 h. 350,000 compounds, 2.9% hits. Potency, µM (series often up to 46.1 µM), for the others: at the highest dose activity, positive = re-replication, usual class: activators; also: potency is read from the fitted curve at half-maximal effect; % of control where 0% means no effect; nearly all actives have a fitted effect of over 50% in size
S2 tox = cell viability loss in ATXN counter-screen. S2 cells (HEK-293 line with an ATXN2-luciferase reporter) viability, CellTiter-Fluor protease fluorescence, 24 h. Potency, µM (highest dose often 56.7 µM), usual class: cytotoxic. 400,000 compounds, 0.49% hits; also: potency is read from the fitted curve at half-maximal effect; nearly all actives have a fitted effect of over 40% in size
HT1080-NT tox = kills 2HG-producing HT-1080-NT fibrosarcoma cells; HT-1080-NT fibrosarcoma viability, CellTiter-Glo ATP luminescence, 48 h; Potency, µM (highest dose often 46.1 µM), inactives show at the highest dose activity, negative = less viability, usual class: cytotoxic; 360,000 compounds, 1.6% hits;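 also: NT is the 2HG producing partner of a matched IDH1 knockdown line; potency is read from the fitted curve at half-maximal effect; 0% = DMSO-treated cells and -100% = media-only wells without cells; nearly all actives have a fitted effect of over 55% in size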
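750 cells/well, RPMI + 5% FBS; 2 h settle, compound pin-transfer, 48 h at 37 degrees C. CellTiter-Glo 10 min RT, luminescence. Normalized to DMSO and media-only wells.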
HepG2 viability = kills HepG2 cells in TGF-b inhibitor counter-screen; HepG2 CAGA-GFP viability, ATP luminescence, 18 h; Potency, µM (highest dose often 46.1 µM), without a hit: at the top dose activity change, negative = cytotoxicity, hits mostly cytotoxic; 410,000 compounds, 0.76% hits; AID 588856; also: potency is read from the fitted curve at half-maximal effect; some results filed as inactive show a strong effect at the top dose
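CellTiter-Glo luminescence gave cytotoxicity after 18 hours at 37 degrees C. The cells were HepG2 CAGA-GFP in 1% FBS DMEM, stimulated with 500 pg/mL TGF-beta after compound addition. %Activity was normalised to no-cell wells (complete cell-killing) and DMSO (no toxicity), and curves were fitted and classified.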
SW480 rerep = inducers of DNA re-replication in SW480 colon cancer cells; Potency, µM (series often up to 46.1 µM), inactives show at the highest dose re-replication activation, hits mostly activators; 340,000 compounds, 1.8% hits; SW480 DNA re-replication, Hoechst DNA content imaging, 48 h; AID 624297; also: potency is read from the fitted curve at half-maximal effect; % of control where 0% means no effect; nearly all actives have a fitted effect of over 55% in size
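First, 250 cells per well were seeded. Next, compound or vehicle (23 nL) was pinned in, plates sat 48 hr at 37 C. Finally Hoechst was added for 40 min before fluorescence scanning.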
HT1080 IDH1KD tx = toxicity to HT-1080 IDH1 knockdown cells (counter line). 360,000 compounds, 2% hits. Potency, µM (series often up to 46.1 µM), inactives show at the highest dose activity, negative = toxicity, usual class: cytotoxic. HT-1080 IDH1 knockdown viability, ATP luminescence, 48 h;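 also: potency is read from the fitted curve at half-maximal effect; 0% = DMSO wells and -100% = cell-free medium wells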
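HT-1080-IDH1KD cells (IDH1 knocked down), 750/well in RPMI with 5% FBS, treated with compound 48 h at 37 degrees C. Viability by CellTiter-Glo luminescence, normalised to DMSO and no-cell wells; concentration-response curves classed.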
ATXN2 expr inh = ATXN2 expression inhibition; HEK-293 ATXN2-luciferase reporter, luminescence, 24 h; Potency, µM (titrated, usually from 57 µM), inactives show at the top dose activity change, negative = inhibition, usual class: inhibitors; 360,000 compounds, 0.72% hits; also: potency is read from the fitted curve at half-maximal effect; % is scaled to controls: 0 for no effect and ±100 for the full control effect; nearly all actives have a fitted effect of over 55% in size
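ATXN2-luciferase reporter cells (luciferase flanked by upstream and downstream ATXN2 gene portions) were treated 24 h at 37 °C with compounds at up to 57 uM. SteadyGlo luminescence gave expression; GF-AFC fluorescence gave viability.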
KB-3-1 cytotox = KB-3-1 parental cell cytotoxicity; KB-3-1 viability, CellTiter-Glo ATP luminescence, 72 h; Potency, µM (highest dose often 46.1 µM), without a hit: top-dose activity change, negative = cytotoxic, hits mostly cytotoxic; 400,000 compounds, 1.4% hits; AID 1347075; also: potency is read from the fitted curve at half-maximal effect; % is scaled to controls: 0 for no effect and ±100 for the full control effect; nearly all actives have a fitted effect of over 60% in size
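72 h, 37 °C compound treatment of KB-3-1 parental cells; CellTiter-Glo added, 10 min, luminescence read. Data corrected against DMSO-only plates and normalized before curve fitting.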
The depositor's hits bear a star; i = inactive; ? = inconclusive; . = not tested or not shown; & = joins results of further samples; [ ] = another dose, or the depositor's remark. Unless noted, calls follow the shape of the dose curve; as a rule, active = well fitted curve in the direction sought with a large enough effect; inconclusive = small, poorly fitted or top-dose-only effect, or another doubt; inactive = no such curve, though single readings can be large; an effect the other way counts as inactive or inconclusive.

item	SMILES	IL1B secr inh	MCF10A rereplic	S2 tox	HT1080-NT tox	HepG2 viability	SW480 rerep	HT1080 IDH1KD tx	ATXN2 expr inh	KB-3-1 cytotox
1	Cc1ccc(Cl)cc1N1CCN(S(=O)(=O)c2ccc3[nH]c4c(c3c2)CCCCC4)CC1	.	.	i	.	-29%	.	.	-1%	-9%
2	O=C(COC(=O)c1cccc(S(=O)(=O)N2CCOCC2)c1)Nc1ccc2c(c1)OCO2	-5	-1%	i	14%	-4%	-6%	4%	-5%	8%
3	COc1ccc(/C=N/Nc2nc(N3CCCCC3)nc(N3CCCCC3)n2)cc1[N+](=O)[O-]	-19	?	i	-1%	6%	5%	-1%	-6%	0%
4	CCCCCC(=O)Nc1ccccc1N1CCN(c2ccccc2)CC1	-88*	?	i	-23%	-27%	9%	4%	-23%	-19%
5	O=C1CN(C(=O)COc2ccc(Cl)cc2)C(c2ccc(F)cc2)c2cc(Br)ccc2N1 (stereo unspecified)	.	.	?	.	-42%	.	.	?	?
6	COC(=O)[C@@]1(Cc2ccc(F)cc2)[C@H]2c3cc(C(=O)N(C)C)n(CCCNc4ncc(C(F)(F)F)cc4Cl)c3C[C@H]2CN1C(=O)c1ccccc1	0	.	?	?	.	.	?	0%	?
7	CCOc1ccc(NC(=O)CC2C(=O)N(c3ccccc3)C(=O)N2CCc2ccc(OC)cc2)cc1 (stereo unspecified)	.	.	?	.	-9%	.	.	11%	-11%
8	O=C(NCCNc1ccc([N+](=O)[O-])cc1C(F)(F)F)c1ccccc1	-23	-65%[inhibitor]	?	1%	-14%	18%	-10%	-10%	-3%
9	O=C(NCc1ccccc1)c1cnsn1	0	2%	i	5%[9.24 µM]	6%	-1%	3%	11%	-4%
10	CCN1CCN(c2nc3c(c(=O)n(C)c(=O)n3C)n2CCSc2nccc(C)n2)CC1	19	4%	i	6%	4%	-1%	8%	-3%	-5%
11	CCOC(=O)C1=C(O)/C(=C\c2cccc(OC)c2)N=C1C	5	-5%	i	22%	-5%	0%	25%	5%	-5%
12	COc1cc(C2=NOC(C(=O)Nc3cc(C)on3)C2)cc(OC)c1OC (stereo unspecified)	-5	1%	?	0%	18%	-17%	5%	.	-6%
13	CCOc1ccccc1N1C(=O)c2ccc(C(=O)O)cc2C1=O	16	0%	i	20%	1%	1%	22%	3%	6%
14	O=C1CCCN1CCCNc1ncnc2sccc12	31	-4%	i	12%	-4%	-8%	4%	-12%	-3%
15	COc1ccc(NC(=O)CCCC2=NS(=O)(=O)c3ccccc3N2)cc1	3	-1%	i	0%	8%	-6%	7%	8%	0%
16	Cc1ccc(C2=NC(c3ccc(F)cc3)=Nc3ccc(C)cc3N2)cc1	.	.	i	.	-2%	.	.	16%	6%
17	CCOC(=O)c1sc(N(C)C)nc1-c1ccccc1	?	17%	i	0%	10%	-15%[9.22 µM]	2%	-9%	-15%
18	Cc1cc(C)c(C)c(OCc2nc(-c3cccnc3)no2)c1	16	4%	.	-7%	-9%	0%	0%	.	-1%
19	CC(C)(C)c1cc(NC(=O)C2(C)CCN2C(=O)C2(c3ccccc3)CC2)no1 (stereo unspecified)	9	.	i	-3%	1%	.	-24%	0%	0%
20	Cn1sc(NC(=O)c2ccc(Cl)cc2)nc1=O	11	-2%	i	4%	-10%	2%	1%	-10%	0%
21	CC1Oc2ccccc2N(CC(=O)NCc2ccc3c(c2)OCO3)C1=O (stereo unspecified)	-2	-6%	i	0%	6%	-1%	-4%	25%	2%
22	CCC(=O)c1ccc(N2CCCCCC2)c(F)c1	-1	18%	i	28%	-2%	-1%	20%	28%	14%
23	Cc1cnc(NC(=O)C2CC=CCC2)s1 (stereo unspecified)	-15	-2%	i	-1%	4%	-21%	-2%	0%	-1%
24	Cc1ccc(-c2nn(-c3ccccc3)c3[nH]c(=O)c(CNCc4ccccc4)cc23)cc1	-58*	1%	.	?	-55%	-5%	?	?	-11%
25	COCCNC(=S)NN=C1CCCCC1	26	3%	i	-15%	-63%	18µM*	-13%	-22%	23%

Next part:
item	SMILES	IL1B secr inh	MCF10A rereplic	S2 tox	HT1080-NT tox	HepG2 viability	SW480 rerep	HT1080 IDH1KD tx	ATXN2 expr inh	KB-3-1 cytotox
26	Cc1ccc(Cl)cc1N1CCN(C(=O)CCNS(=O)(=O)c2ccc3c(c2)CCN3C(=O)C2CC2)CC1	.	.	i	.	-17%	.	.	?	?
27	O=C(CN1CCN(c2ccccn2)CC1)Nc1ccc(F)c(F)c1	14	4%	i	13%	0%	8%	3%	-13%	13%
28	O=C(CN(C(=O)CCC(=O)Nc1nccs1)c1ccc(F)c(Cl)c1)NCc1ccco1	?	-2%	i	2%	-3%	0%	3%	-16%	0%
29	O=C1CC(C(=O)N(c2ccc(F)cc2)C(C(=O)NC2CCCC2)c2ccccn2)CS1 (stereo unspecified)	7	5%	i	0%	5%	-5%	-25%	-2%	-4%
30	COc1cc(S(=O)(=O)NCc2ccncc2)c(OC)cc1C	57	1%	i	-30%	-10%	-5%	-1%	-13%	-16%
31	Cc1ccc(S(=O)(=O)NC(C)C(=O)OCC(=O)N(C)c2ccccc2)cc1 (stereo unspecified)	24	8%	i	2%	-5%	-8%	-2%	.	0%
32	C=CCn1c(SCC(=O)OCC)nc(C(F)(F)F)cc1=O	13	-12%	i	-2%	-11%	-3%	-2%	3%[11.3 µM]	?
33	CC(C)(C)C(=O)NC1CC2CCCC(C1)N2C(=O)Nc1cccc(Cl)c1 (stereo unspecified)	-7	?	?	7%	-2%	-5%	-2%	-27%	-17%
34	COCCSc1nc2sc3c(c2c(=O)n1-c1ccccc1)CCN(C)C3	8	24%	?	8%	1%	?	2%	11%	36%
35	CCN(CC)CCOc1ccc(C=NNc2nc3c([nH]2)c(=O)n(C)c(=O)n3C)cc1	-9	6%	i	3%	-62%	2%	0%	6%	-5%
36	O=C1CC(Nc2ccc(N3CCOCC3)cc2)C(=O)N1CCc1ccccc1 (stereo unspecified)	-1	-3%	?	13%	6%	-2%	14%	1%	4%
37	CN(C)S(=O)(=O)N(CC(=O)NCCSc1ccccc1)c1ccccc1	.	.	i	.	-8%	.	.	8%	12%
38	CCc1oc(C(=O)O)cc1COC	21	5%	i	7%	-7%	-2%	7%	1%	1%
39	CCCC(=O)c1c[nH]c(C(=O)N2CCOCC2)c1	24	2%	?	11%	1%	-3%	9%	-1%	10%
40	CC1(c2ccc(Cl)cc2)NC(=O)N(CC(=O)Nc2ccc(N3CCCCC3)cc2)C1=O (stereo unspecified)	-15	0%	i	5%	-2%	15%	-3%	?	0%
41	CN1CCN(C(=O)c2ccc(-c3cnn(C)c3)c3ccoc23)CC1	-3	.	i	23%	-7%	.	21%	10%	0%
42	CC(C)C(=O)NNC(=O)c1cc2sccc2s1	-8	1%	i	-8%	-20%	-24%	2%	.	0%
43	COc1ccccc1Oc1ccc(S(=O)(=O)N2CCOCC2)cc1S(=O)(=O)N1CCOCC1	-17	-13%	i	2%	-45%	-5%	0%	-4%	-3%
44	Cc1ccnc(Nc2nc(-c3ccc(F)cc3)cs2)c1	-93*	?	i	-2%	-76%	-40%[inhibitor]	-25%	-8%	-30%
45	C/C=C/c1ccc(OCCCCOc2ccccc2F)c(OC)c1	1	3%	i	18%	2%	-67%[inhibitor]	11%	13%	-7%
46	COc1ccc(CNC(=S)NC2CCCC2)cc1	2	-3%	i	-1%	-32%	.	1%	6%	?
47	C=CCN(CC=C)Cc1c(O)ccc2c1oc(=O)c1ccccc12	-25	5%	i	1%	1%	-1%	-2%	-6%	37%
48	COc1ccc(S(=O)(=O)N2CCCCCC2)cc1C(=O)N(C)CCOc1ccccc1	-5	3%	i	-1%	0%	-2%	0%	-2%	1%
49	Nc1nc(N)nc(C2C=CCCC2)n1 (stereo unspecified)	26	7%	i	-2%	-4%	-7%	-3%	1%	-4%
50	Cc1cccc(-c2nc(CN3CCCC(C(=O)NC4CCCCCC4)C3)c(C)o2)c1 (stereo unspecified)	-66*	?	?	20µM*	-59%	?	?	-17%	-8%

From no. 42 up to 43, as listed above:
item	SMILES	IL1B secr inh	MCF10A rereplic	S2 tox	HT1080-NT tox	HepG2 viability	SW480 rerep	HT1080 IDH1KD tx	ATXN2 expr inh	KB-3-1 cytotox
42	CC(C)C(=O)NNC(=O)c1cc2sccc2s1	-8	1%	i	-8%	-20%	-24%	2%	.	0%
43	COc1ccccc1Oc1ccc(S(=O)(=O)N2CCOCC2)cc1S(=O)(=O)N1CCOCC1	-17	-13%	i	2%	-45%	-5%	0%	-4%	-3%

New compounds follow
item	SMILES	IL1B secr inh	MCF10A rereplic	S2 tox	HT1080-NT tox	HepG2 viability	SW480 rerep	HT1080 IDH1KD tx	ATXN2 expr inh	KB-3-1 cytotox
51	CCOc1ccc(CCNC(=O)c2ccc(CS(=O)Cc3cccc(Cl)c3)o2)cc1 (stereo unspecified)	?	4%	i	-28%	-21%&-23%	-3%	-15%	-2%	-6%
52	Cc1cc2oc(=O)cc(CN3CCCc4ccccc43)c2cc1C	44	?	i	-16%	-17%	4%	-12%	-4%	0%
53	O=C(OCn1nnc2ccccc2c1=O)c1ccc2ncsc2c1	6	0%	?	8%	4%	-7%	8%	1%	18%
54	O=C(Cc1ccsc1)Nc1ccc(Cl)cc1Cl	-23	5%	i	12%	-8%	12%	16%	12%	-4%
55	CC(C)C[C@H]1CNC(=O)C(=O)N1CC1CCN(CCc2ccccc2)CC1	-7	.	i	6%	-6%	.	8%	-2%	0%
56	COc1cccc(NC(=O)Cn2c(=O)n(CCc3ccccc3)c(=O)c3c4c(sc32)CN(C(C)=O)CC4)c1	.	.	i	.	-33%	.	.	-19%	-5%
57	CC(C)c1ccc(Nc2ncccc2C#N)cc1	-23	-6%	?	-8%	-37%	-1%	-19%	42%[activator]	-5%
58	CN(C)N1C(=O)CC(N2CCCC2)C1=O (stereo unspecified)	5	?	i	7%	4%	3%	7%	-10%	9%
